# Bioassay records from PubChem.
# sdo1 growth: compounds rescuing growth of sdo1-depleted yeast, bone marrow failure model. 0.21% of 140,000 active. AID 817. S. cerevisiae sdo1-depleted JHY4D growth rescue, OD600 30 h; stronger effect = higher value; pdr5 snq2 efflux-pump mutant strain. z-score at 10 µM;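 active = z-score above 3 at both the 24 hr and the 30 hr optical density reads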;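 note: z-score against mean and SD of all compound wells on the same plate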
# Insulin prom inh: TRM-6 insulin promoter activity inhibition. TRM-6 cells (human fetal islet line), insulin promoter-eGFP reporter, imaging; reporter expression induced with tamoxifen. inhibition, % at 2 µM. 0.9% of 130,000 active;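 active = inhibition above the mean plus 3 SD, with well images judged a real hit on visual review, cut at about 60% in these data, passing the limit was not always enough; inconclusive = inhibition over the cutoff but images rejected on review; inactive = inhibition not above the cutoff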
# sdo1 growth Rescue 24 h: also measured in sdo1 growth; calls as there; z-score; S. cerevisiae sdo1-depleted JHY4D growth rescue, OD600; measured here: growth rescue at 24 h;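 0 is the plate mean of compound wells and units are plate SD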
# * hit, by the source's call; i = inactive; ? = inconclusive; · = no result given. A portion of the library, so the mix of outcomes need not match the whole.
SMILES,sdo1 growth,sdo1 growth Rescue 24 h,Insulin prom inh
O=C1CC(N2CCN(c3nc4ccccc4s3)CC2)C(=O)N1Cc1cccs1 (configuration not stated),-2.8,-1.8,-43
CCOC(=O)Cn1c(=N)n(Cc2ccccc2F)c2ccccc21,-0.27,-1,0
CC1=CC(C)(C)Nc2ccc(OC(=O)c3cccnc3)cc21,0.77,0.7,·
Cc1nc(-c2cccc3ccccc23)ccc1C(=O)O,0.4,0.07,-15
CCN(CC)S(=O)(=O)c1ccc(N2CCCCC2)c(NC(=O)/C=C/c2cc(OC)c(OC)c(OC)c2)c1,0.06,1.1,21
CCN1CCN(c2c(Cl)cccc2NC(=O)c2ccco2)CC1,1.6,1.3,14
CCOC(=O)c1nnn(-c2nonc2N)c1-c1ccc(Cl)cc1,·,·,18
CCOC(=O)c1c2ccc(OCC(=O)N/N=C/c3ccc(C)cc3)cc2n2ccccc12,-1.7,0.04,·
CCOC(=O)c1csc(NC(=O)c2ccc(S(=O)(=O)N(CC)CC)cc2)n1,-1.3,-1.4,57
O=c1c2[nH]c3ccc(F)cc3c2ncn1C1CCCCC1,-0.77,-0.16,0
COCCCNC(=O)c1cc(=O)n(Cc2ccc(Cl)cc2)c2ccccc12,·,·,-20
CCc1[nH]nc2c1C(C(C)C)C(C#N)=C(N)O2 (configuration not stated),1.2,1.6,·
CN(C(=O)C1CCCO1)c1nnc(-c2cnccn2)s1 (configuration not stated),0.43,0.46,·
Cc1cc(CNC(=O)[C@H]2C[C@@H]2[C@H](NP(=O)(c2ccccc2)c2ccccc2)c2ccccc2)nn1C,1.1,1.4,-45
CCOC(=O)Nc1ccc(S(=O)(=O)Nc2nc(C)cc(C)n2)cc1,0.04,0.23,36
Cc1ccccc1CN(c1ccc(C(=O)N2CCc3ccccc3C2)cc1)S(C)(=O)=O,-1.3,-1.2,-11
COC(=O)CCc1c(C)nn(-c2ccccc2)c1C,-0.34,-0.9,·
c1cc2c3c(cccc3c1)NC1(CCCCC1)N2,-1.3,-0.68,-43
COC(=O)CN1C(c2cccc(Cl)c2)=Nc2ccc(Cl)cc2C1c1ccccc1 (configuration not stated),-1.7,-1.4,·
COCCn1c(SCC(=O)Nc2ncc(C)s2)nc2sc3c(c2c1=O)CCC3,-0.99,-0.9,-12
CCn1c(NC(=S)Nc2ccccc2)nc2ccccc21,0.14,-0.22,-7
CC(c1ccc(C(C)(C)C)cc1)S(=O)CC(O)CO (configuration not stated),0.31,0.8,8
CCOc1ccc(C2/C(=C(/O)c3ccc(F)cc3)C(=O)C(=O)N2CCCN(C)C)cc1 (configuration not stated),0.45,0.56,-43
CC(C)(C#CC(O)(c1ccccc1)c1ccccc1)N1CCCC1,·,·,19
C=CC(=O)NCCCc1cc(C(C)(C)C)c(O)c(C(C)(C)C)c1,-0.05,-0.2,·
Cc1c(C#N)c(N)nc2c3c(sc12)NC(=O)CC3c1ccccc1 (configuration not stated),0.04,-0.11,11
Cc1[nH]c2ccc(OCc3ccccc3)cc2c1CCN1C(=O)OC(C)(C)C1(C)O (configuration not stated),1.1,0.98,·
O=C(Nc1ccc(NC(=O)c2cccs2)cn1)c1ccco1,-1.1,-1.2,-21
O=C1C2C3CCC(C3)C2C(=O)N1CNc1ccc(F)cc1 (configuration not stated),0.54,-0.09,i
CCCOc1ccc(-c2nn(-c3ccccc3)cc2/C=C2\SC(N)=NC2=O)cc1C,0.71,0.97,26
COc1ccc(CCNC(=O)NC23CC4CC(CC(C4)C2)C3)cc1,-1.3,-2,14
Cc1ccc(C(=O)N2CCCC(c3ccccc3)=N2)cc1,·,·,-19
O=C(O)CCC(=O)NCCc1cccc(Cl)c1,·,·,17
COc1ccc2nc(NC(=O)CSc3nnc(-c4ccoc4C)n3C)sc2c1,-0.89,0.32,-33
O=C(Nc1ccccc1C(=O)O)c1cccc(NC(=O)c2ccc(Br)o2)c1,1.4,1.4,62
Nc1nn(-c2ccccc2)c(N)c1N=Nc1ccc2c(c1)OCO2,-0.49,-0.8,-123
Cc1ccccc1C(=O)NC1CCS(=O)(=O)C1 (configuration not stated),0.38,-0.28,29
Oc1ccccc1C1N=C(c2ccccc2)NC(c2ccccc2)=N1,-0.23,-0.09,-33
N#Cc1c(NC(=O)CSc2nc3ccccc3s2)sc2c1CCCC2,0.09,0.86,27
Nc1nnc(CCCCc2cccs2)o1,1.3,1.6,7
COc1ccc(C2=NC(C(F)(F)F)(C(F)(F)F)c3c(n(C)c(=O)n(C)c3=O)N2)cc1,-0.31,-1.4,·
CC(=O)c1ccc(NC(=O)c2ccn[nH]2)cc1,1,0.43,-62
CC(C)Nc1nc(NC(C)C)nc(N(C)n2cnnc2)n1,-0.58,-1.1,27
CC/C(=N\NC(=S)Nc1cccc(C)c1)c1ccccc1,·,·,20
COc1ccc(-n2c(C)nc3cc(C(=O)NCc4ccco4)ccc32)cc1,0.67,0.71,29
CCOCCCNCc1c(Cl)cccc1Cl,0.38,-0.01,13
CC(C)Cc1cc(C(=O)N2CCN(C(c3ccccc3)c3ccccc3)CC2)no1,-0.57,-0.49,·
COC(=O)CCN(C(=O)c1cccc([N+](=O)[O-])c1)c1ccccn1,·,·,25
O=C(Nc1cc2c(cc1Cl)OCCCO2)c1ccccc1,0.96,0.69,4
COc1ccc(N2CCN(c3ncnc4nc[nH]c34)CC2)cc1,-0.26,-0.59,-40
CCOc1ccc(NC(=O)CSc2nnc(-c3ccco3)n2C)cc1,0.33,-0.17,·
O=C(CCC(=O)OCC(=O)c1ccc(Br)cc1)NC1CCCCC1,1,1.7,52
CCc1cc2c(SCC(=O)C(C#N)=C3N(C)c4ccccc4N3C)ncnc2s1,-0.75,-1.3,18
CCN(C1CCCCC1)S(=O)(=O)c1cn(C)c(=O)n(C)c1=O,0.35,0.57,·
COc1ccc(CN2CN(c3ccc(Cl)cc3)C(=O)N(n3cnnc3)C2)cc1,0.51,0.15,-31
C/C=C/c1ccc(OCC(=O)Nc2ccc(C(N)=O)cc2)c(OC)c1,·,·,-71
CCOC(=O)c1[nH]c2ccccc2c1NC(=O)c1ccco1,-0.33,-0.49,23
O=C(CC(c1ccccc1)c1ccco1)N1CCOCC1 (configuration not stated),1,0.51,6
O=c1cc(O)c2ccccc2n1Cc1ccccc1,·,·,-55
O=C(CSc1nnc(NC(=O)Cc2ccc(F)cc2)s1)NCc1ccco1,·,·,92*

# New compounds follow:
SMILES,sdo1 growth,sdo1 growth Rescue 24 h,Insulin prom inh
CC(NC(=O)c1ccc2c(c1)OCO2)C1CCCO1 (configuration not stated),1.3,1.6,-3
CCCCC(=O)Nc1c(O)c2ccccc2[nH]c1=O,-0.11,-0.18,-2
CC(C)CC(C(=O)NC(=O)NCc1ccccc1)N1C(=O)c2ccccc2C1=O (configuration not stated),-0.25,0.18,13
COc1ccc(NC(=O)CNS(=O)(=O)c2cccs2)cc1,-0.32,-0.93,19
Cc1ccc(C(=O)N2CCN(c3cccc(Cl)c3)CC2)cc1C,-0.97,-1.3,·
CCN1CNC(=S)N(C(C)c2ccccc2)C1 (configuration not stated),0.37,-0.09,21
O=C(Cn1c(CO)nc2ccccc21)NCCc1ccccc1,·,·,-13
COc1ccc(-c2nc3c(c4nnc(SC(C)C(=O)Nc5ccc(C)cc5)n24)COC(C)(C)C3)cc1 (configuration not stated),-1.5,-1.5,6
O=C1C2=C(SCCS2)C(=O)N1CCCO,0.84,0.13,6
COc1ccc(NC(=O)COC(=O)CC23CC4CC(CC(C4)C2)C3)c([N+](=O)[O-])c1,0.43,0.25,·
N#CC1=C(N)NC(SCC(=O)Nc2ccccc2)=C(C#N)C12CCCCC2,0.47,-0.16,?
Cc1ccc(C(=O)COC(=O)c2cccc(NC(=O)c3ccc([N+](=O)[O-])cc3[N+](=O)[O-])c2)cc1,0.77,0.59,27
Cc1cccc(-n2ccnc2SCC(=O)Nc2cc(C)on2)c1,0.98,1.2,54
Nc1nc(NC(=O)c2cccc(S(=O)(=O)N3CCCCCC3)c2)nc(-c2ccccc2)n1,-0.4,0.54,·
CCOC(=O)c1csc(N)n1,·,·,27
COc1ccc(C(=O)NC(=S)NNC(=O)CNC(=O)C2CCCCC2)cc1,·,·,27
CCOC(=O)c1c(NC(=O)C2C3CCC(O3)C2C(=O)O)sc(C)c1-c1ccc(F)cc1 (configuration not stated),0.58,0.13,33
S=C1Nc2ccccc2Sc2ccc(Cl)cc21,-0.44,1.1,46
Cc1n(CC(O)COCc2ccccc2)c2ccccc2[n+]1C (configuration not stated),-0.32,-1.1,3
CC1CCN(c2nc3c(c(=O)n(C)c(=O)n3C)n2CCSc2nc3ccccc3o2)CC1,-0.76,-0.65,-45

# Reprinted at random: four records from the list.
SMILES,sdo1 growth,sdo1 growth Rescue 24 h,Insulin prom inh
Cc1[nH]c2ccc(OCc3ccccc3)cc2c1CCN1C(=O)OC(C)(C)C1(C)O (configuration not stated),1.1,0.98,·
COc1ccc(NC(=O)CNS(=O)(=O)c2cccs2)cc1,-0.32,-0.93,19
O=c1cc(O)c2ccccc2n1Cc1ccccc1,·,·,-55
CCCCC(=O)Nc1c(O)c2ccccc2[nH]c1=O,-0.11,-0.18,-2

# Later entries.
SMILES,sdo1 growth,sdo1 growth Rescue 24 h,Insulin prom inh
Cc1csc(SCC(=O)NCc2cccs2)n1,2.7,2.7,·
Cc1cc(C)c2c(n1)sc1c(=O)n(Cc3ccccc3Cl)nnc12,-1.7,-0.28,-15
Cc1cc(C)n(-c2ccc(C(=O)OCC(=O)NCc3ccc(Cl)cc3)cc2)n1,-0.53,-0.31,·
O=C(OCC(=O)N1CCN(C(=O)COC(=O)c2ccncc2)CC1)c1ccncc1,-0.23,1.6,·
COC(=O)c1cc(-c2ccccc2)n(CC(=O)O)c1C,0.44,0.32,·
CC(C)N(CC#CCC1(O)c2ccccc2-c2ccccc21)CCO,0.69,-0.57,0
COC(=O)c1ccc2c(=O)[nH]c(CN3c4ccccc4CC3C)nc2c1 (configuration not stated),-0.24,-0.28,13
CCN1C(c2ccccc2)C(C)C(=O)C(C)C1c1ccccc1 (configuration not stated),-1.5,-0.98,26
Cc1ccc(NC(=O)COC(=O)C2CSC3(C)CCC(=O)N23)cc1S(=O)(=O)N1CCOCC1 (configuration not stated),·,·,-7
O=C(CSc1nnc2ccc(-c3ccc(F)cc3)nn12)N1CCCC1,·,·,-33
Nn1c(SCC(=O)N2CCOCC2)nnc1-c1ccco1,0.49,0.38,3
CCCC(=O)Nc1ccc(-c2nc3cc(C)c(C)cc3o2)c(O)c1,0.24,1.6,0
O=C1NC(c2ccccn2)Nc2sc3c(c21)CCC3 (configuration not stated),1,0.89,·
CCc1nnc(NC(=O)c2cccc(NC(=O)C(C)C)c2)s1,0.6,0.35,-16
CCOc1ccccc1CNS(=O)(=O)c1ccc2c(c1)oc(=O)n2C,0.76,0.56,·
COC(=O)c1c(NC(=O)c2ccco2)sc(C(=O)Nc2ccc(F)cc2)c1C,-2.3,-0.41,·
CC(CC(=O)Nc1ccc(F)c([N+](=O)[O-])c1)c1ccccc1 (configuration not stated),-0.33,-0.46,·
N#Cc1cc(C(=O)c2cc(F)ccc2O)cn(-c2nccs2)c1=O,-0.69,-0.47,4
COc1ccc(C2C(C(C)=O)=C(O)C(=O)N2c2nc3ccccc3s2)cc1OC (configuration not stated),·,·,53
CC12Cc3ccc4ccccc4c3C=C1C[N+](C)(C)C2 (configuration not stated),1.2,-0.12,-41
CC1CCCN(C(=O)CSc2nnc(-c3ccncc3)n2C)C1 (configuration not stated),·,·,-258
O=C(NCCc1c[nH]c2ccccc12)C(=O)NCC(c1cccnc1)N1CCN(c2ccccc2)CC1 (configuration not stated),-0.35,-0.18,12
Cc1ccc(Sc2c(O)c3ccccc3n(C)c2=O)cc1,-0.47,-0.46,29
O=C(NCCCN1CCOCC1)C1(c2ccccc2)CCOCC1,0.65,-0.14,·
CCC(Oc1ccccc1)C(=O)N1CCN(C(=O)C(CC)Oc2ccccc2)CC1 (configuration not stated),0.4,0.1,-23
Cc1nn(Cc2ccc(F)cc2)c(C)c1NC(=O)c1cccnc1Cl,-0.34,-1,5
CCCCn1c(CCC)nc([N+](=O)[O-])c1Sc1ccc(Cl)cn1,-0.19,-0.2,55
CCn1c(COc2ccc(C(C)C)cc2)nnc1SCC(=O)Nc1nccs1,-1.3,-0.84,·
C=CCn1c(SCC(=O)O)nnc1-c1cccc(Cl)c1,1.4,0.87,-34
Cc1cc(=O)oc(C)c1C(=O)N[C@@H]1CCCCNC1=O,1.7,1.4,·
CNCc1ccccc1Sc1ccc(OC)c(OC)c1,-0.51,-0.79,·
CCOC(=O)C1(Cc2cccc(OC)c2)CCN(Cc2csc(C(C)=O)c2)CC1,·,·,-33
Cc1ccc(S(=O)(=O)c2ccccc2)cc1S,·,·,-8
Cc1[nH]c(=O)[nH]c1C(=O)CCCCC(=O)O,0.48,-0.6,67

# Compound profiles, as listed above. Values in the order: sdo1 growth, sdo1 growth Rescue 24 h, Insulin prom inh
# Shown for CCn1c(COc2ccc(C(C)C)cc2)nnc1SCC(=O)Nc1nccs1 → -1.3, -0.84, ·
# Shown for CCC(Oc1ccccc1)C(=O)N1CCN(C(=O)C(CC)Oc2ccccc2)CC1 (configuration not stated) → 0.4, 0.1, -23
# Shown for CCCCn1c(CCC)nc([N+](=O)[O-])c1Sc1ccc(Cl)cn1 → -0.19, -0.2, 55
# Shown for CCOC(=O)C1(Cc2cccc(OC)c2)CCN(Cc2csc(C(C)=O)c2)CC1 → ·, ·, -33
# Shown for Cc1[nH]c(=O)[nH]c1C(=O)CCCCC(=O)O → 0.48, -0.6, 67
